# HTR5A inv ctr: counter-screen for OPRM1-OPRD1 inverse agonists: human HTR5A inverse agonism; 340,000 tested, 0.083% active; inhibition, % at 9.3 µM; P47898; AID 504634; HTR5A cell line, luminescence; in the data active = inhibition mostly above about 23%, no sharp cut-off; inactive = mostly below about 18%;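 note: 0% = cells with DMSO and 100% = no-cell wells with DMSO; some compounds called inactive have numbers as strong as hits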
# MOR-DOR ag: agonists of human mu-delta opioid receptor heterodimerization; activation, % at 9.3 µM; cells, OPRM1-OPRD1 heterodimerization, luminescence; P35372+P41143; AID 504326; 340,000 tested, 0.3% active; in the data active = activation above about 18%;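 note: 0% = vehicle-treated cells and 100% = reference agonist; values of inactives mirror those of a sister screen read the other way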
# Arr AP2 block: inhibitors of human beta-arrestin and AP2 interaction. FITC-arrestin peptide / GST-AP2 beads, flow cytometry; AP2 beta2 appendage carries R879A mutation. inhibition, % at 10 µM. 340,000 tested, 0.31% active. AID 504490;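 active = inhibition above a set limit, near 3 SD of compounds lacking own fluorescence, cut at about 54% in these data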;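 note: plate controls were DMSO wells for no effect and 5 µM unlabelled arrestin peptide for full effect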
#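 Assay system: GST-AP2 R879A bound to glutathione beads, E. coli-expressed; Medium: PBS with 0.05% Tween 20 and 0.1% BSA; Also added: fluorescein-tagged arrestin peptide at 50 nM final; Timing: 12 min plus 1 h, RT; Measured by: flow cytometry, FL1 (488/535 nm); Evaluation: percent drop in bead-associated FITC signal.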
# HTR5A ag ctr: counter-screen for OPRM1-OPRD1 agonists: human HTR5A agonism. P47898. HTR5A agonist assay, luminescence, cell-based. activation, % at 9.3 µM. 340,000 tested, 0.61% active. AID 504692; in the data active = activation mostly above about 9.5%, no sharp cut-off; inactive = mostly below about 7.6%;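 note: 0% = cells with vehicle only and 100% = reference agonist; strong numbers were not always called active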
# V-ATPase pH: alters yeast V-ATPase proton transport; S. cerevisiae, pHLuorin cytosolic pH fluorescence; response, % at 10 µM; 350,000 tested, 0.37% active; AID 504577; in the data active = response mostly above about 7.3%, no sharp cut-off; inactive = mostly below about 5.4%; note: actives read high; inactives centre near 0; some compounds called inactive have numbers as strong as hits; reference of the scale not given here
# PKA-R2B act: activates the human PKA-R2B holoenzyme complex. activation, % at 11.4 µM. 340,000 tested, 0.079% active. P22694+P31323. PKA-R2B holoenzyme dissociation, Cy5-IP20 fluorescence polarization; R2B truncated from residue 108, S112A mutant; 0% DMSO only, 100% 113 µM cGMP;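 active = activation above a cutoff set at the mean over all compounds plus 3 SD, cut at about 18% in these data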;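 note: higher means more holoenzyme dissociation and a rise in polarization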
# OPRM1-OPRD1 inv: mu-delta opioid heterodimer inverse agonism; P35372+P41143; AID 504357; inhibition, % at 9.3 µM; cell-based MOR-DOR heterodimer luminescence; 340,000 tested, 0.21% active; in the data active = inhibition above about 22%, passing the limit was not always enough;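 note: 0% = cells with DMSO and 100% = wells without cells with DMSO; values of inactives mirror those of a sister screen read the other way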
# PKA-R1A act: activators of PKA-R1A complex; activation, % at 11.4 µM; AID 504707; 340,000 tested, 0.083% active; PKA-R1A dissociation, Cy5-IP20 fluorescence polarization; scaled: DMSO 0%, 113 µM cGMP 100%;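 active = percent activation above the mean of all tested compounds plus 3 SD, cut at about 19% in these data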;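 note: higher means more PKAc released from R1A so a rise in polarization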
# DAGLB inhibitor: diacylglycerol lipase beta (human) inhibition. inhibition, % at 5.17 µM. Q8NCG7. 340,000 tested, 0.059% active. HEK293T DAGLB membrane lysate, EnzChek fluorogenic substrate; in the data active = inhibition above about 34%;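 note: 0% = enzyme with vehicle and 100% = wells lacking enzyme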
# DSG3 Ab inh: human desmoglein-3 autoantibody binding inhibition; DSG3-coupled beads, scFv-anti-DSG3-GFP binding, flow cytometry; stronger effect = lower value; binding (percent of control), % at 10 µM; 310,000 tested, 0.48% active;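 active = binding more than 3 SD below its plate's average and above zero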;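 note: hits lower antibody fragment binding to DSG3; some compounds called inactive have numbers as strong as hits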
# Target sequence (P32926 whole entry, looked up, the tested form may be a part): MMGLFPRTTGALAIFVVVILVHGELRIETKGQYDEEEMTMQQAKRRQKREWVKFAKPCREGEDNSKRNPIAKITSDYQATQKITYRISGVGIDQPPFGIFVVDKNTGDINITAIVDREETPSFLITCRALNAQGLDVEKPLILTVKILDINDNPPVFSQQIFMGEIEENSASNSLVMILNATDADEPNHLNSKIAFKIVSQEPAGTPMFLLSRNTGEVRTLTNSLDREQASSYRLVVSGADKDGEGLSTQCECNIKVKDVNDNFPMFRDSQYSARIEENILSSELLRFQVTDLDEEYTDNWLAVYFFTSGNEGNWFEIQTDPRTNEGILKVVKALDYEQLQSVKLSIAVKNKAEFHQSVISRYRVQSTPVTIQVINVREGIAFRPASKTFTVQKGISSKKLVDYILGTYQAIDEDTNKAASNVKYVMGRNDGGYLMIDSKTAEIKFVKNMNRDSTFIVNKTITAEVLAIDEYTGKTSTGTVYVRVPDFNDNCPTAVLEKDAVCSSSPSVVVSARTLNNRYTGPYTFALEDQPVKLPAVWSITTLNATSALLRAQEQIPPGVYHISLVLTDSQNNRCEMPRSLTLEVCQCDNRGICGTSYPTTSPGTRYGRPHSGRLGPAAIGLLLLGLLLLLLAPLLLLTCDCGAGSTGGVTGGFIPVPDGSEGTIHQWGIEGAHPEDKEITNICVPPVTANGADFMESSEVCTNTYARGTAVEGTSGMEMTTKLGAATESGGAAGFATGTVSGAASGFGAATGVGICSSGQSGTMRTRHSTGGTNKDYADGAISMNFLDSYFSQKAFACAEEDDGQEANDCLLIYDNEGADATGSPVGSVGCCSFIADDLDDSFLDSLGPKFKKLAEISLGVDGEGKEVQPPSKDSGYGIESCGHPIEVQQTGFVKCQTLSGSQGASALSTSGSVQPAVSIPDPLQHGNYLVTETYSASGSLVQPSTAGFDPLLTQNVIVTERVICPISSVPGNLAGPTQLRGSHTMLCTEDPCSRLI
# The depositor's hits bear a star; nt = not tested or not shown.
# The line under a structure holds: PKA-R1A act | DSG3 Ab inh | HTR5A inv ctr | OPRM1-OPRD1 inv | V-ATPase pH | Arr AP2 block | PKA-R2B act | HTR5A ag ctr | DAGLB inhibitor | MOR-DOR ag
COc1ccc(-c2nc3c4ccccc4ccn3c2C=O)cc1
→ 6.1 | 106.5 | -16.2 | -5.0 | -3.4 | 3.9 | -1.3 | 5.7 | -0.1 | 0.7
Cc1ccc(-n2ncc3c2CC(C)(C)CC3NC(=O)CCn2cncn2)cc1 (configuration not stated)
→ -1.8 | 111.2 | -6.6 | -10.1 | -4.5 | 39.8 | 0.9 | 2.6 | -1.9 | 2.5
O=C(Nc1cc(C(F)(F)F)ccc1-n1cncn1)c1ccc(-c2ccccc2)cc1
→ 4.3 | nt | 4.6 | -30.8 | -0.3 | -2.1 | -6.5 | 0.4 | -2.1 | 5.9
Cc1ccc(NC(=O)Nc2cccc(C(F)(F)F)c2)nc1
→ 3.0 | 101.8 | -6.9 | 1.4 | -3.1 | 13.7 | 4.5 | 0.2 | -3.7 | -0.3
CN(C(=O)COC(=O)CN1C(=O)c2cccc([N+](=O)[O-])c2C1=O)c1ccccc1
→ -6.0 | 77.2* | -10.7 | 10.7 | 0.1 | 6.8 | -1.8 | 2.7 | -1.5 | -2.8
c1ccc(C2=NCCCN2)cc1
→ 0.7 | 107.8 | 9.1 | 2.5 | 3.7 | -14.5 | 3.4 | 5.6 | 0.2 | -0.4
Cc1ccccc1NC(=O)Cc1nc(COC(=O)CCc2ccccc2)cs1
→ -3.9 | nt | -0.5 | 12.5 | 8.3 | 3.4 | -11.3 | 0.2 | -4.9 | -3.0
Cc1ccc(C(=O)N2CCCC(CCC(=O)N3CCN(c4ccccn4)CC3)C2)cc1 (configuration not stated)
→ -4.1 | nt | 1.7 | -11.5 | 1.1 | -8.4 | -6.5 | -2.3 | 2.8 | 2.3
O=C(Oc1cccc2cccnc12)c1ccc(Br)o1
→ -1.5 | 112.8 | 7.4 | 13.9 | 1.1 | 5.5 | -3.5 | 0.5 | -1.1 | -3.3
O=C(Nc1ccc(Cl)cc1)N1CCC(c2nc(-c3ccc(F)cc3)no2)CC1
→ -11.8 | 106.7 | -11.8 | -39.4 | -0.9 | 5.6 | -6.3 | 2.9 | -4.8 | 6.9
CS(=O)(=O)N(Cc1ccccc1Cl)c1ccc(C(=O)NCc2cccnc2)cc1
→ -6.8 | 99.5 | -2.7 | -3.8 | 1.8 | 7.5 | -12.2 | 1.0 | -2.3 | 0.5
CC1c2[nH]c3ccccc3c2C[C@H]2C(=O)N(CCO)CC(=O)N12 (some centres not stated)
→ 2.2 | 99.8 | -7.3 | 11.1 | -2.2 | -15.0 | -7.5 | 1.9 | -2.0 | -2.4
CN(Cc1ccccc1)c1ncnc(N)c1[N+](=O)[O-]
→ -6.2 | 104.6 | -0.5 | 5.3 | -3.2 | 14.2 | 0.4 | 0.2 | 0.7 | -1.0
CCOC(=O)C1(Cc2cccc(F)c2)CCN(Cc2nc(CC)[nH]c2C)CC1
→ 3.3 | 125.4 | 6.1 | 3.6 | -1.9 | 0.9 | 0.3 | -3.1 | -1.6 | -0.8
Cc1ccc(OC(=O)c2cc(=O)c3ccccc3o2)cc1
→ -10.3 | 86.2 | 2.7 | -9.6 | -0.1 | -2.4 | 10.3 | 4.5 | -3.5 | 1.5
CCOc1ccc(N2C(=O)C3C4C=CC(CC4)C3C2=O)c([N+](=O)[O-])c1 (configuration not stated)
→ -10.7 | nt | -10.8 | 15.5 | 5.3 | -4.0 | -12.9 | 3.9 | -2.3 | -2.9
O=C(c1ccc(Cl)cc1)c1oc2ccccc2c1CS(=O)c1ccccc1 (configuration not stated)
→ -7.5 | 93.2 | 12.6 | -14.9 | 3.4 | -1.2 | -3.6 | -0.4 | -5.8 | 2.8
C/C(=N\NC(=O)c1cc(C)nc2ccccc12)c1ccco1
→ -5.5 | 103.0 | -7.2 | 8.1 | 1.2 | -24.3 | -13.7 | 2.6 | 0.0 | -1.5
CC(=O)N1N=C(N)SC12CCCC2
→ 1.9 | 102.8 | -7.4 | 14.8 | -0.5 | -6.7 | -4.6 | 2.8 | 0.9 | -2.9
CC(C)N(C(=O)COC(=O)c1ccc(Cl)c(S(N)(=O)=O)c1)C(C)C
→ -1.1 | nt | 12.3 | 5.3 | -1.9 | -2.9 | -10.2 | -4.8 | 0.3 | -1.1
Cc1c(C(=O)Oc2ccc(-c3cnc4ccccc4n3)cc2)cccc1[N+](=O)[O-]
→ -0.1 | 110.7 | -7.7 | 10.4 | 0.6 | 1.7 | 3.6 | 0.0 | 2.4 | -1.9
O=C(N/N=C/c1ccc(N2CCCC2)c([N+](=O)[O-])c1)c1cccnc1
→ 4.7 | 95.8 | 17.5 | 3.4 | -3.6 | -1.9 | -5.5 | -7.1 | 4.0 | -0.7
CCc1ccccc1NC(=O)COc1ccc(N2CC(C(N)=O)CC2=O)cc1 (configuration not stated)
→ 9.2 | 121.9 | -5.1 | 13.7 | 5.1 | 21.8 | 5.8 | 4.8 | -0.4 | -2.6
CN(C)CC(O)COc1ccc(C(C)(C)c2ccc(OCC(O)CN(C)C)cc2)cc1 (configuration not stated)
→ -5.0 | 107.9 | -13.2 | 4.1 | 0.7 | -4.6 | -11.3 | 1.8 | 2.0 | -0.8
O=C(NC(=S)Nc1c(Cl)ccc2nsnc12)c1ccccc1F
→ 3.2 | 101.0 | -7.2 | 6.9 | 5.9 | 10.8 | 0.9 | 10.1* | -1.4 | -1.4
CCOc1ccc(-c2nnc(NC(=O)c3ccc(OCC(C)C)c(OC)c3)o2)cc1
→ -1.6 | 97.9 | -7.3 | -7.4 | -0.5 | 12.2 | 9.2 | 2.6 | 0.7 | 1.3
CCCCCC(=O)N1C[C@H](n2cc(C3CC3)nn2)[C@@H](O)C[C@@H]1c1ccc(C)cc1
→ -0.4 | nt | nt | nt | 0.5 | nt | -0.7 | nt | -2.3 | nt
CCN(C(=O)c1cccs1)c1nc(-c2ccc(OC)cc2)cs1
→ 6.3 | 98.0 | 10.3 | 8.6 | -1.2 | -7.0 | -1.4 | -3.7 | -13.2 | -1.6
COc1ccc(C2=NN(CN3C(=O)C(=O)c4ccccc43)C(c3cccc([N+](=O)[O-])c3)C2)cc1 (configuration not stated)
→ -7.9 | 105.5 | -8.1 | 11.1 | 1.1 | -8.3 | -2.4 | 5.4 | 6.4 | -2.2
CCn1c(P(C)(=O)O)nc2cc(NC(=O)c3ccccc3Cl)ccc21
→ 0.5 | 106.7 | 3.6 | -9.6 | 2.0 | 12.8 | -11.8 | -1.3 | -1.4 | 1.3
O=C(COc1ccccc1Cl)N1CCCC1
→ -0.8 | 104.7 | -4.8 | 7.9 | -9.6 | 31.2 | -0.4 | 1.9 | -1.6 | -1.4
CCCCC(CC)CNC(=O)C(=O)C1C(=O)Nc2ccccc21 (configuration not stated)
→ 7.8 | 103.3 | 19.3 | -34.7 | -0.6 | -14.1 | -5.6 | -3.6 | -1.8 | 6.8
CCOC(=O)c1cccc(NC(=O)Cn2c(CC(=O)NC)nc3ccccc32)c1
→ -6.6 | 102.2 | nt | nt | -0.3 | -4.6 | -3.7 | nt | 1.2 | nt
CC1=CC(c2ccc(Cl)cc2)n2nc(N3C(=O)CCC3=O)nc2N1 (configuration not stated)
→ 4.7 | nt | -13.2 | 13.0 | 1.0 | 6.3 | -2.5 | 6.5 | -0.5 | -2.1
Cc1cccc(C(=O)OC(C)C(=O)NC(=O)NC2CCCCC2)c1O (configuration not stated)
→ -10.5 | 108.9 | 2.5 | -33.9 | 0.1 | 11.5 | -5.2 | -0.9 | -1.9 | 5.0
CC(=O)Nc1ccc(C2=CC(=O)C[C@H](c3ccc(Cl)cc3)C2)cc1
→ -5.5 | 103.1 | -5.8 | 0.9 | 6.8 | -8.4 | -3.7 | -3.8 | -1.2 | -0.2
Cc1ccc2c(=O)cc(C(=O)NC3CCS(=O)(=O)C3)oc2c1C (configuration not stated)
→ -2.2 | 101.5 | 20.7 | 13.8 | 1.1 | 3.0 | 0.5 | -3.9 | -0.3 | -2.7
COc1cccc(NC(=O)CN(C)C(C)C(=O)N2CCCCC2)c1 (configuration not stated)
→ 1.1 | nt | -4.7 | 9.2 | -0.5 | 11.8 | -7.5 | 1.2 | 0.5 | -1.9
O=C(Nc1ccc2nc(-c3cccs3)c(-c3cccs3)nc2c1)NC1CC1
→ 4.4 | 90.8 | -9.6 | -11.1 | -4.8 | 17.9 | -1.9 | 3.0 | 3.2 | 2.1
C/C(CC(=O)Nc1ccc2c(c1)OCCO2)=N\NC(=O)c1cccc(O)c1
→ 7.2 | nt | -6.6 | -19.6 | -0.8 | -10.3 | -0.1 | 1.4 | -1.2 | 3.1
COc1cc(F)c(C2=CC(=O)C[C@H](c3ccc(Cl)cc3)C2)cc1F
→ -16.3 | 97.7 | -10.6 | 6.9 | -1.7 | 9.4 | -13.6 | 3.9 | -21.7 | -1.2
COc1ccc(CCN2CC(=O)NC(=O)C2)cc1OC
→ -11.9 | 100.2 | nt | nt | -5.9 | nt | 4.3 | nt | 0.6 | nt
COc1ccc(-c2cn(CCO)nc2-c2ccc(OC)cc2)cc1
→ 3.6 | 93.1 | -8.4 | 18.1 | -1.3 | 0.6 | -0.5 | 2.1 | -0.7 | -3.3
c1coc(CNC2CCCCCCC2)c1
→ -17.1 | nt | -31.9 | 7.9 | -2.7 | 19.0 | 3.1 | -4.1 | -4.0 | -1.4
S=c1[nH]nc(-c2ccccn2)n1/N=C/c1c(Cl)cccc1Cl
→ -3.5 | nt | -6.0 | -7.3 | 0.1 | -13.2 | 7.7 | 2.3 | -0.8 | 1.5
c1ccc(-c2nnc(OCCN3CCOCC3)c3ccccc23)cc1
→ -0.7 | nt | -10.6 | 0.7 | -0.1 | 0.7 | 18.4* | 3.4 | -1.2 | -0.1
CCOC(=O)N1CCN(C(=O)c2ccc(NC(=O)c3ccc(C)cc3)cc2)CC1
→ -18.0 | 100.7 | 0.2 | -2.9 | -2.1 | 32.8 | -10.6 | 7.1 | -1.4 | 0.6

# Complete entries from above:
# c1coc(CNC2CCCCCCC2)c1 is listed as PKA-R1A act: -17.1; DSG3 Ab inh: nt; HTR5A inv ctr: -31.9; OPRM1-OPRD1 inv: 7.9; V-ATPase pH: -2.7; Arr AP2 block: 19.0; PKA-R2B act: 3.1; HTR5A ag ctr: -4.1; DAGLB inhibitor: -4.0; MOR-DOR ag: -1.4
# S=c1[nH]nc(-c2ccccn2)n1/N=C/c1c(Cl)cccc1Cl is listed as PKA-R1A act: -3.5; DSG3 Ab inh: nt; HTR5A inv ctr: -6.0; OPRM1-OPRD1 inv: -7.3; V-ATPase pH: 0.1; Arr AP2 block: -13.2; PKA-R2B act: 7.7; HTR5A ag ctr: 2.3; DAGLB inhibitor: -0.8; MOR-DOR ag: 1.5

# Entries above shown as hits in PKA-R2B act.
smiles	PKA-R1A act	DSG3 Ab inh	OPRM1-OPRD1 inv	V-ATPase pH	Arr AP2 block	PKA-R2B act	DAGLB inhibitor	MOR-DOR ag
c1ccc(-c2nnc(OCCN3CCOCC3)c3ccccc23)cc1	-0.7	nt	0.7	-0.1	0.7	18.4*	-1.2	-0.1

# Compound activity: PubChem, several laboratories
